Source: PubChem BioAssay
RAD54 inh: inhibitors of human RAD54 branch migration | AID 602329 | inhibition, % at 10.4 µM | 360,000 tested, 0.14% active | Q92698 | RAD54 Holliday junction branch migration, FAM/BHQ fluorescence;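 active = mean normalized replicate activity at least 40 and at least half of replicates scoring 40 or more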;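 note: 0% = median of neutral control wells and 100% = median of positive control wells; inhibitors cause a drop in the FAM fluorescence signal; in these data hits start at about 50%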
RAD52 anneal inh: blocks human RAD52 DNA annealing | P43351 | recombinant RAD52 DNA annealing, FRET fluorescence | inhibition, % at 18.7 µM | 360,000 tested, 0.46% active | AID 651710;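 active = every replicate showing at least 50% inhibition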
Xi reactivation: reactivates the inactive X chromosome in mouse fibroblasts. XiGFP mouse fibroblasts, % GFP-positive cells imaging, 3 d; cells co-treated with 5-aza-dC sensitizer; scaled so ellipticine positive control = 100%. activation, % at 7.58 µM. 360,000 tested, 0.055% active. AID 743238;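 active = mean normalized replicate activation at least 10% and every replicate at or above 10%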;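 note: 0% = median of on-plate neutral control wells and 100% = ellipticine 6 µM median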
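Material: XiGFP fibroblasts, SV40-immortalized. Buffer or medium: DMEM plus 5-aza-dC sensitizer. Compound: single concentration per compound, delivered by pin transfer. Times: 3 days compound exposure. Controls: ellipticine 6 µM.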
CFTR F508del cor: CFTR F508del correction in bronchial cells. CFBE cells, YFP halide quenching; stimulated with forskolin plus potentiator P3; % fluorescence drop versus neutral controls. activity (quench increase), % at 7.58 µM. 350,000 tested, 0.36% active. AID 720511;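 active = mean added fluorescence quench of at least 8% versus neutral control, with both replicates also reaching 8%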;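 note: cells transiently co-express mutant CFTR-F508del with the halide-sensitive YFP; corrector assay measuring rescue of mutant channel to the surface after 24 h compound exposure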
INS-1E GSIS act: primary screen for activators of insulin secretion dependent on glucose, INS-1E cells, GLuc reporter luminescence. INS-1E GLuc reporter insulin secretion, 2-3 h. activation, % at 16.6 µM. AID 743287. 370,000 tested, 0.61% active;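 active = lowest replicate activation of at least 40%, so every replicate reaches that level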;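 note: 0% = median of neutral control wells and 100% = median of IBMX positive control wells; some compounds called inactive have numbers as strong as hits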
ARNT TACC3 PPI: disrupts binding between human ARNT and TACC3; AlphaScreen His-ARNT PAS-B/GST-TACC3 binding, luminescence; TACC3 fragment carries E629A point mutation; inhibition, % at 9.99 µM; 390,000 tested, 0.66% active;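 active = mean inhibition of replicates at least 50% and at least half of replicates each reaching 50%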;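 note: 0% = complete ARNT plus TACC3 wells and 100% = ARNT alone without TACC3; many hits fall short of the cut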
esBAF inh: SWI/SNF esBAF complex inhibition. mouse ES cells, Bmi1-luciferase knock-in reporter, 24 h; 100% = twice the neutral-well signal. reporter increase, % at 12.5 µM. 350,000 tested, 2% active. AID 602393; in the data active = activation above about 40%;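 note: 0% = median of the plate's neutral control wells and 100% = double that signal; a rise in the Bmi1 reporter signal indicates esBAF inhibition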
ERAP1 inh: ERAP1 (human) enzyme inhibition | recombinant ERAP1, Leu-AMC fluorescence, 60 min | AID 652197 | Q9NZ08 | inhibition, % at 10.7 µM | 340,000 tested, 0.15% active;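 active = mean replicate inhibition of at least 30%, or all replicates individually reaching that 30% level; inactive = mean below 30% and not every replicate reaching it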;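 note: 0% = neutral control wells and 100% = L-leucinethiol positive control wells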
Target sequence (Q9NZ08 whole entry, looked up): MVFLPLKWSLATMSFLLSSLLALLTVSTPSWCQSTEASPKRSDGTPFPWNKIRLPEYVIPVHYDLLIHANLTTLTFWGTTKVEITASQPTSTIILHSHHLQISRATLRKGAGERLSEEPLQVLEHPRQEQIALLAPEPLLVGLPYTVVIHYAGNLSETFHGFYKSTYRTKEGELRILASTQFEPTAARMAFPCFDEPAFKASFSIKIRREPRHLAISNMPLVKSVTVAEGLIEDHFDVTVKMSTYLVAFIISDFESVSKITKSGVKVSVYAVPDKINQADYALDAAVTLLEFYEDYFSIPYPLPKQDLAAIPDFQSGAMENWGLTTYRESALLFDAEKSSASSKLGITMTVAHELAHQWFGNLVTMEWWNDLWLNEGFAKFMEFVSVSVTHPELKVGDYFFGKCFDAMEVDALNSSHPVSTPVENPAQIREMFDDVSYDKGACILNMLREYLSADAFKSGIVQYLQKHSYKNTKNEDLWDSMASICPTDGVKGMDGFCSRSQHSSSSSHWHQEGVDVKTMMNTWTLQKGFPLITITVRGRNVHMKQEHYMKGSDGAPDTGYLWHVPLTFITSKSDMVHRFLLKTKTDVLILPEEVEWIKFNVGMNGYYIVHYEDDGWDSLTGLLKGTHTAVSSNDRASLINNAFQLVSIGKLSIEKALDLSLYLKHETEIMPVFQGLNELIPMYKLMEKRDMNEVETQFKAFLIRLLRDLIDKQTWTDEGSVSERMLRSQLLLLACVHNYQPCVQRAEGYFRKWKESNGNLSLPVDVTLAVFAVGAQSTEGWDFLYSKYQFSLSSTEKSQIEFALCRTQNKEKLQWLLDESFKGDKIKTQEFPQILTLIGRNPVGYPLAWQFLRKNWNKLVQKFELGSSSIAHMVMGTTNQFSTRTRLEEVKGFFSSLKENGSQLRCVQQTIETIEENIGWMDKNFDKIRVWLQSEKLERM
Numbers without * were called inactive; . = not tested or not shown.

item	SMILES	RAD54 inh	RAD52 anneal inh	Xi reactivation	CFTR F508del cor
1	CO[C@H]1CC[C@H]2CCN(C)C(=O)[C@@H](C)[C@H](OC)CN(C)C(=O)c3cc(C#N)ccc3OC[C@H]1O2	13	1	0.1	-0.3
2	COCC(=O)N1CCCCN2[C@H](CO)[C@H](c3ccc(-c4ccc(F)cc4)cc3)[C@@H]2C1	1	-8	0.0	-5.3
3	O=Cc1cn(CC(=O)N2CCOCC2)c2ccccc12	3	10	.	-2.7
4	Cc1ccccc1S(=O)(=O)N(C)C[C@@H]1OCc2ccccc2-c2c(n(C)c3ccccc23)C(=O)N([C@@H](C)CO)C[C@@H]1C	6	8	0.3	-1.3
5	C[C@@H]1CN([C@@H](C)CO)C(=O)c2cc(NC(=O)Nc3ccccc3)ccc2O[C@@H](C)CCCCO[C@H]1CN(C)C	11	8	-0.3	-4.3
6	C=CC[N+](C)(C)CCN1C(=O)C2C(c3ccccc3)C=CC(c3ccccc3)C2C1=O (configuration not stated)	.	5	0.0	-5.1
7	Nc1ccc(C(=O)NCC(=O)O)cc1	-9	-16	0.6	-2.8
8	OCCC1CN(Cc2c(O)ccc3ccccc23)CCN1CCc1ccccc1 (configuration not stated)	.	-20	0.0	0.4
9	CCOC(=O)C(=O)N/N=C/c1cccc(Br)c1	2	-7	0.1	1.5
10	Cc1[nH]c2ccc(C(=O)OCCN(C)C)cc2c1C	10	.	.	.
11	COc1ccc(CC2C(=O)OC(C)(C)OC2=O)c(Cl)c1OC	-7	-8	0.5	1.4
12	CCc1ccc(-c2cc(C)no2)cc1S(=O)(=O)NCCc1ccccc1	.	-4	0.0	1.5

item	INS-1E GSIS act	ARNT TACC3 PPI	esBAF inh	ERAP1 inh
1	17	-2	4	1
2	18	2	.	-1
3	6	-2	11	-8
4	13	12	-2	2
5	6	-2	-8	-2
6	22	5	-2	5
7	.	1	1	2
8	-9	-1	.	1
9	5	0	7	3
10	17	7	9	.
11	30	0	-2	-1
12	-7	-3	13	-1

(list continues)
item	SMILES	RAD54 inh	RAD52 anneal inh	Xi reactivation	CFTR F508del cor
13	Cc1cccc(/C=C/c2nc3ccccc3c(=O)[nH]2)c1	.	-5	0.0	0.0
14	Cc1noc(C)c1S(=O)(=O)Nc1ccc2c(c1)C(=O)N([C@H](C)CO)C[C@H](C)[C@@H](CN(C)Cc1ccccc1)OCCCC[C@H](C)O2	-4	-4	0.0	1.6
15	CCC(=O)NCCc1nc2cc(NC(=O)Nc3ccccc3)ccc2n1C	14	-8	0.0	0.7
16	C[C@H](CO)N1C[C@H](C)[C@@H](CN(C)CC2CC2)Oc2c(NC(=O)C3CCOCC3)cccc2C1=O	2	-4	0.3	-0.5
17	Cc1cccnc1C(NC(=O)C1CCN(Cc2ccc(Cl)cc2)CC1)c1ccc(F)cc1 (configuration not stated)	5	-15	0.3	2.3
18	CCCN(C)C[C@@H]1Oc2ncc(C#CCOC)cc2C(=O)N([C@@H](C)CO)C[C@@H]1C	8	3	-1.0	0.4
19	O=C(NCC[C@@H]1CC[C@H](NC(=O)c2ccccc2F)[C@H](CO)O1)c1cnccn1	-3	2	0.4	-0.7
20	COC(=O)C[N+](C)(C)C/C=C\c1ccccc1	.	-7	-0.1	-3.1
21	O=C(Nc1cccc(O)c1)c1noc2c1CCCCC2	.	-7	.	1.9
22	O=C(COc1ccccc1Cl)N1CCNC1=O	.	-1	0.0	3.0
23	O=C(COC(=O)[C@@H]1CCCN1S(=O)(=O)c1ccccc1F)c1ccccc1	-5	-9	0.0	-1.2
24	C/C=C/c1cnc2c(c1)C(=O)N([C@@H](C)CO)C[C@@H](C)[C@H](CN(C)C(=O)c1cccc(F)c1)O2	6	-7	-0.4	5.3

item	INS-1E GSIS act	ARNT TACC3 PPI	esBAF inh	ERAP1 inh
13	7	-8	.	10
14	7	1	-4	2
15	-4	1	-13	1
16	8	18	2	2
17	-5	.	-2	0
18	19	-2	-3	1
19	-3	3	0	4
20	.	-3	.	3
21	6	.	.	6
22	7	0	-3	-1
23	-8	0	4	-4
24	10	-3	2	.

Whole records from above.
CCCN(C)C[C@@H]1Oc2ncc(C#CCOC)cc2C(=O)N([C@@H](C)CO)C[C@@H]1C across the screens: RAD54 inh: 8; RAD52 anneal inh: 3; Xi reactivation: -1.0; CFTR F508del cor: 0.4; INS-1E GSIS act: 19; ARNT TACC3 PPI: -2; esBAF inh: -3; ERAP1 inh: 1
C[C@H](CO)N1C[C@H](C)[C@@H](CN(C)CC2CC2)Oc2c(NC(=O)C3CCOCC3)cccc2C1=O across the screens: RAD54 inh: 2; RAD52 anneal inh: -4; Xi reactivation: 0.3; CFTR F508del cor: -0.5; INS-1E GSIS act: 8; ARNT TACC3 PPI: 18; esBAF inh: 2; ERAP1 inh: 2

Continued.
item	SMILES	RAD54 inh	RAD52 anneal inh	Xi reactivation	CFTR F508del cor
25	COc1ccc(C)cc1NC(=O)CSc1ccc(-c2ccco2)nn1	10	-53	0.0	3.5
26	C[C@H](CO)N1C[C@H](C)[C@H](CN(C)S(C)(=O)=O)Oc2ncc(-c3cccc(C(F)(F)F)c3)cc2C1=O	-14	0	-1.0	-3.9
27	CC1(C)CCC[C@@]2(C)CC=C(C(=O)O)[C@@H]3C[C@]312	2	-19	.	2.7
28	CCCCC(O)(CCN1CCOCC1)c1ccc(Cl)cc1 (configuration not stated)	-3	-10	.	-1.5
29	COc1ccccc1C(=O)NNC(=O)c1sccc1-n1cccc1	-5	-5	0.4	0.6
30	Cn1nnnc1Sc1ncnc2scc(-c3ccc(Cl)cc3)c12	-1	-6	0.0	-8.0
31	CCC1Oc2ccccc2N(CC(=O)NCCCN2CCCCC2CC)C1=O (configuration not stated)	-10	-25	.	2.4
32	CC(=O)N(C(C)=O)c1ncc2c([nH]c3ccccc32)c1C#N	6	.	.	.
33	CCc1cccc(C)c1NC(=O)CSc1n[nH]c(N)n1	2	-7	0.1	-5.7
34	COCCn1c(SCC(=O)Nc2ccc3[nH]c(=O)[nH]c3c2)nc2ccccc2c1=O	-2	-24	0.0	-1.9
35	COc1ccc(C2CC(c3cccs3)Nc3nnnn32)cc1 (configuration not stated)	.	-33	0.0	-0.9
36	COc1ccc(OCc2cc(C(=O)N3CCCC(O)C3)no2)c2ccccc12 (configuration not stated)	-5	-2	0.2	2.1

item	INS-1E GSIS act	ARNT TACC3 PPI	esBAF inh	ERAP1 inh
25	39	6	2	-2
26	-11	1	-4	-1
27	.	.	1	12
28	-2	.	-8	-3
29	15	0	-2	-2
30	70*	.	-3	2
31	2	-26	-3	-1
32	-39	-1	-15	.
33	19	-2	-3	0
34	12	-4	-10	2
35	-5	0	.	2
36	30	0	.	-6

Next entries
item	SMILES	RAD54 inh	RAD52 anneal inh	Xi reactivation	CFTR F508del cor
37	COc1ccc(-c2nc(/C=C3\C(C)=Nc4ccccc43)c(O)o2)cc1	.	-19	0.0	1.4
38	CC(=O)N1c2ccc(S(=O)(=O)N(C)CC(=O)NC3CCCC3)cc2CC1C (configuration not stated)	-4	-10	0.1	1.5
39	O=C(O)/C=C/C(=O)NCCc1ccc(Cl)cc1	3	-7	0.0	-0.5
40	COc1ccc(-c2nnn(CC(=O)N(CCCN3CCOCC3)C(C(=O)NC3CCCC3)c3ccc(C)o3)n2)cc1 (configuration not stated)	.	-19	0.3	2.4
41	CCCCCCN1CCN(C2CN(Cc3ccc(C)cc3)S(=O)(=O)C2)CC1 (configuration not stated)	5	-11	0.0	-3.1
42	Cc1noc(C)c1NC(=O)N(C)C[C@@H]1Oc2cc(C#CCN(C)C)ccc2S(=O)(=O)N([C@H](C)CO)C[C@@H]1C	-4	-7	0.0	-4.3
43	CC(=O)c1ccc(OCC(=O)OCc2cc(-c3ccco3)on2)cc1	-16	-17	0.0	-2.1
44	O=C1COC(c2ccccc2)=CN1Cc1ccccc1	-1	-6	0.1	-3.4
45	Cc1[nH]c2ccc(C(=O)NCC(C)(C)N3CCOCC3)cc2c1C	.	8	0.0	-0.8
46	CCc1ccc(NC(=O)C(=O)N/N=C(\C)CC(=O)Nc2ccc(OC)cc2)cc1	.	-17	0.0	-1.7
47	CC(C)=CCC[C@H](C)CC1Cc2[nH]c(=S)[nH]c(=O)c2C(c2ccc(F)cc2)O1 (some centres not stated)	-1	7	0.0	7.0
48	COc1ccc(C2/C(=C(/O)c3ccc(Br)cc3)C(=O)C(=O)N2C)cc1OC (configuration not stated)	7	-8	0.0	2.1

item	INS-1E GSIS act	ARNT TACC3 PPI	esBAF inh	ERAP1 inh
37	2	6	.	2
38	-4	-2	-5	-2
39	5	-11	2	.
40	-4	2	.	6
41	-23	.	-6	.
42	9	-1	0	2
43	-8	.	0	2
44	3	9	-3	3
45	1	-3	.	7
46	-10	-2	.	1
47	-27	.	-7	5
48	8	5	-22	5

Along the list, from the results shown.
Compounds 17–20 in CFTR F508del cor, in turn: 2.3, 0.4, -0.7, -3.1

As entered above:
`COc1ccc(C)cc1NC(=O)CSc1ccc(-c2ccco2)nn1` in INS-1E GSIS act is listed with 39
`Cn1nnnc1Sc1ncnc2scc(-c3ccc(Cl)cc3)c12` in esBAF inh is listed with -3
`CCCCCCN1CCN(C2CN(Cc3ccc(C)cc3)S(=O)(=O)C2)CC1` (configuration not stated) in CFTR F508del cor is listed with -3.1
`O=C1COC(c2ccccc2)=CN1Cc1ccccc1` in ERAP1 inh is listed with 3

Following part:
item	SMILES	RAD54 inh	RAD52 anneal inh	Xi reactivation	CFTR F508del cor
49	COc1ccc(CCC(C)NCC2CCCCC2)cc1 (configuration not stated)	-12	-14	0.1	.
50	CC(NC(=O)COc1ccccc1)C(=O)NCc1ccc(S(N)(=O)=O)cc1 (configuration not stated)	1	2	0.3	0.4
51	COc1ccc2c3c([nH]c2c1)[C@H](CO)N(C(=O)Nc1cccc(F)c1)CC31CN(CC2CCOCC2)C1	.	16	0.1	-2.0
52	CC(=O)c1nn(-c2cccc(C)c2)cc1C(=O)c1cccc(Br)c1	5	-11	0.1	1.3
53	COc1ccc(/C=C/c2c(-c3cccc(C)c3)oc3ccc(-c4ccc5c(c4)OCO5)cc23)cc1	.	-22	0.1	-0.1
54	CCS(=O)(=O)C1=NSC2=NC(=O)/C(=C\c3cc(C)n(-c4cccc(OC)c4)c3C)C(=N)N21	.	-21	0.1	.
55	CCCC1CCC(=NNC(=O)OC(C)(C)C)CC1 (configuration not stated)	.	4	0.2	-5.1

item	INS-1E GSIS act	ARNT TACC3 PPI	esBAF inh	ERAP1 inh
49	1	-5	-6	2
50	2	-7	.	0
51	-22	.	.	2
52	2	-6	0	.
53	1	.	.	3
54	-2	-2	.	-1
55	-3	.	.	-2
